Screening results (PubChem BioAssay)
BRCA1 expr act – increases BRCA1 expression; Potency, µM (highest dose often 46.1 µM), without a hit: at the highest dose activation, hits mostly activators; MCF7-BRCA1-FFLuc reporter, luminescence, 48 h; response scale: scaled: vehicle 0%, 10 µM genistein 100%; actives 1.1% (n = 380,000); also: nearly all actives have a fitted effect of over 80% in size; some results filed as inactive show a strong effect at the top dose
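Reporter cells (MCF7, BRCA1 promoter-firefly luciferase) received library compounds across a concentration series for 48 h. End-point luminescence was measured and concentration-effect curves derived after normalization.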
p53 reactivation – re-activators of mutant p53; H1299 p53-A138V BP100-luciferase reporter, luminescence, 24 h; Potency, µM (doses to about 92.2 µM), inactives show top-dose activity change, positive = activation, hits mostly activators; actives 0.063% (n = 320,000); also: % of control where 0% means no effect; nearly all actives have a fitted effect of over 45% in size
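H1299 (p53-null), stable ts p53-A138V + BP100-Luc; 1000 cells/well, Opti-MEM/10% FBS; cpd 4 pt, 1:5; 24 h, 37 deg C, 5% CO2; detection reagent 10 min RT; luminescence.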
uPA generation – inhibitors of cell surface uPA generation | cell surface uPA generation assay, qHTS | Potency, µM (titrated, usually from 38.3 µM), for the others: at the top dose activity change, negative = inhibition, hits mostly inhibitors | actives 0.31% (n = 330,000); active = well fitted inhibition curve with a large enough effect; inconclusive = small, poorly fitted or top-dose-only effect; inactive = no such curve, though single readings can be large or run the other way; tested in mouse RAW 264.7 cells; also: % is scaled to controls: 0 for no effect and ±100 for the full control effect; nearly all actives have a fitted effect of over 55% in size
ELG1 genotoxic – induces genotoxicity in HEK293T cells with luciferase-tagged ELG1 | HEK293T ELG1-luciferase reporter, luminescence, 16 h | Potency, µM (titrated, usually from 46 µM), for the others: at the highest dose activity change, positive = activation, hits mostly activators | actives 1.3% (n = 330,000); also: % of control where 0% means no effect; nearly all actives have a fitted effect of over 60% in size
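Cells (2,000/well) expressing the ELG1-luciferase fusion are dosed by pin tool and kept 16 hr at 37 °C, 5% CO2. Signal comes from ONE-Glo luciferase reagent after 30 min at room temperature.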
MBNL1-CUG inh – blocks human MBNL1 binding to CUG repeat RNA; Q9NR56; Potency, µM (top dose mostly 57.5 µM), without a hit: top-dose activity change, negative = inhibition, most hits filed as inhibitors; TR-FRET MBNL1-His/biotin-(CUG)12 binding, 665/545 ratio; actives 0.036% (n = 280,000); active = well fitted inhibition curve with a large enough effect in the signal ratio, with a control signal flat, not every such curve was filed as active; inconclusive = small, poorly fitted or top-dose-only effect, or effect the other way, or a change in a side signal; inactive = no such curve, though single readings can be large or run the other way; the % refers to the signal ratio; also: % is scaled to controls: 0 for no effect and ±100 for the full control effect
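TR-FRET between His-tagged MBNL1 and biotin-(CUG)12 RNA, detected with Tb anti-His antibody (0.055 ng/ul) and streptavidin-XL665 (5 nM), 60 min at room temperature. Compounds titrated 92 nM to 58 uM; 665/545 nm ratio normalized to buffer and complex controls.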
Rab9 prom act – activates the Rab9 promoter; Huh7 Rab9 promoter-luciferase reporter, luminescence, 24 h; AID 485297; actives 2.8% (n = 320,000); Potency, µM (titrated, usually from 9.22 µM), inactives show at the highest dose activation, negative = inhibition, actives largely listed as activators; also: % of control where 0% means no effect; nearly all actives have a fitted effect of over 60% in size
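Huh7 cells stably carrying Rab9 promoter–luciferase reporter, plated 1500 cells/well, compound added after 2 h and incubated 24 h at 37 °C; luciferase luminescence then read after 10 min with detection reagent.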
RORg inh – blocks mouse ROR gamma transcriptional activity; Potency, µM (top dose mostly 53.6 µM), for inactives: at the top dose activity change, negative = inhibition, hits mostly inhibitors; Drosophila S2 Gal4-RORgamma UAS-luciferase reporter, 20 h; actives 5.4% (n = 310,000); P51450; also: % is scaled to controls: 0 for no effect and ±100 for the full control effect; nearly all actives have a fitted effect of over 60% in size
Target sequence (P51450 whole entry, looked up, the tested form may be a part): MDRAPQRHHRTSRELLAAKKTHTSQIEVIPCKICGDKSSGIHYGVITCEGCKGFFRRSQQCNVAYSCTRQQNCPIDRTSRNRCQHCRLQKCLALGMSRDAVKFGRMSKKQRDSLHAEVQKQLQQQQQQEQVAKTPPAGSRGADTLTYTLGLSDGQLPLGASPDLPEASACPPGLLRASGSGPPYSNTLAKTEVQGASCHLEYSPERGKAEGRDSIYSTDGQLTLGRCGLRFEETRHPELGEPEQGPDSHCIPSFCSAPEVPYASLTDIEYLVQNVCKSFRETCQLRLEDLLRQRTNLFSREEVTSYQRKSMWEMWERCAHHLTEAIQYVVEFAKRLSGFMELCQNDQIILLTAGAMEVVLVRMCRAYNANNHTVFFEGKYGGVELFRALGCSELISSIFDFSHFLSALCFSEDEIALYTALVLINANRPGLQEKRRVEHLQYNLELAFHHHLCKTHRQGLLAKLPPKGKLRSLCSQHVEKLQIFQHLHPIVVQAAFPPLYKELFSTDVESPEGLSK
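Drosophila Schneider cells stably carrying a metallothionein-driven Gal4 DBD–ROR gamma fusion and a UAS-Photinus luciferase reporter were exposed to compound for 1 hr, then induced with copper sulfate (700 uM final) for 20 hr at ambient temperature before luminescence reading.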
FLuc modulator – firefly luciferase modulation, counter-screen for miR-21 project; Potency, µM (series often up to 57.5 µM), inactives show top-dose activity change, negative = inhibition, hits mostly inhibitors; actives 6.9% (n = 360,000); AID 588342; purified FLuc, Km substrates, luminescence inhibition;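 also: plate controls were vehicle for no effect and reference inhibitor for full effect; nearly all actives have a fitted effect of over 55% in size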
Target sequence (P08659 whole entry, looked up): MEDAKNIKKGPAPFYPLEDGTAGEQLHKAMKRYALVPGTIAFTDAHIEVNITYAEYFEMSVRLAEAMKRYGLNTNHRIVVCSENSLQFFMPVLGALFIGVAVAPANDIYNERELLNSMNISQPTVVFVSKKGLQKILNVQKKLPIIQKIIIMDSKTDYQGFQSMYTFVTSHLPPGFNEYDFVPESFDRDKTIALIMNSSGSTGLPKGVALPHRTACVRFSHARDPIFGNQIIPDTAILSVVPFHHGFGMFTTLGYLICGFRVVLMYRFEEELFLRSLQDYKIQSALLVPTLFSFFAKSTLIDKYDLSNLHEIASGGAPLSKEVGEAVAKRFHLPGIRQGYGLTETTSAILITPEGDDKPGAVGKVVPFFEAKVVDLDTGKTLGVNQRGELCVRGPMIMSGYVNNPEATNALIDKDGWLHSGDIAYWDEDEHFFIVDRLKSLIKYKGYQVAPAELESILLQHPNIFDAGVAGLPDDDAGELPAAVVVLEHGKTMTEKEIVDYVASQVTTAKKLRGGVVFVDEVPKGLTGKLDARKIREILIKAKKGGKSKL
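Purified P. pyralis luciferase (10nM final) with 10uM D-luciferin and 10uM ATP (Km levels) in 50mM Tris acetate pH 7.5, 10mM Mg acetate, 0.01% Tween-20, 0.05% BSA; qHTS 6-point titration, ~60 µM downward; luminescence read.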
NPC1 promoter act – activators of NPC1 promoter | Huh7 NPC1 promoter luciferase reporter, 24 h | Potency, µM (highest dose often 9.22 µM), without a hit: top-dose activation, actives largely listed as activators | actives 2.4% (n = 320,000) | AID 485313;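 also: % of control where 0% means no effect; nearly all actives have a fitted effect of over 60% in size; reporter is driven by a mutant NPC1 promoter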
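Luminescence read-out of NPC1 promoter-driven luciferase in stably transfected Huh7 cells; compounds delivered in DMSO and left 24 h at 37C, 5% CO2, qHTS titration format.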
VP16 counter – inhibits Gal4-VP16 luciferase reporter, ROR gamma counter-screen. Drosophila S2 Gal4-VP16 UAS-luciferase, luminescence, 20 h. Potency, µM (doses to about 53.6 µM), for inactives: at the highest dose activity, negative = inhibition, most hits filed as inhibitors. actives 3.5% (n = 310,000);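 also: Gal4-VP16 expression switched on by copper sulfate through the metallothionein promoter; % is scaled to controls: 0 for no effect and ±100 for the full control effect; nearly all actives have a fitted effect of over 50% in size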
Starred values were filed as active, the others as inactive; ? = inconclusive; . = not tested or not shown; [ ] = another dose, or the depositor's remark. Unless noted, calls follow the shape of the dose curve; as a rule, active = well fitted curve in the direction sought with a large enough effect; inconclusive = small, poorly fitted or top-dose-only effect, or another doubt; inactive = no such curve, though single readings can be large; an effect the other way counts as inactive or inconclusive. Potency is read from the fitted curve at half-maximal effect.

Under each structure: ELG1 genotoxic | NPC1 promoter act | MBNL1-CUG inh | Rab9 prom act | FLuc modulator | uPA generation | VP16 counter | p53 reactivation | BRCA1 expr act | RORg inh
O=C(CS(=O)(=O)c1cn(Cc2cccc(F)c2)c2ccccc12)N1CCCCC1
→ -7% | -1% | 0% | -2% | 0% | -1% | 23% | -8% | -31% | 22%
Cc1cc(N2CCN(C3CCCCC3)CC2)n2nc(C)nc2n1
→ 1% | 0% | 12% | 3% | 1% | -2% | -3% | -3% | 5% | -25%
N/C(=N\N=C\c1ccc2c(c1)OCO2)c1nonc1N
→ ? | 0.4µM* | ? | 0.32µM* | 0.95µM* | ? | ? | ? | ? | -41%
O=C(O)CCc1nc(-c2ccccc2)no1
→ -8% | 0% | 0% | 6% | 0% | 4% | 0% | 8% | -33% | -15%
COc1ccccc1/C=C/C=N/N1CCN(Cc2ccccc2)CC1
→ -1% | 1% | 5% | 0% | -10% | 6% | ? | -2% | 19% | 9%
Cc1ccccc1CS(=O)(=O)Cc1ccc(C(=O)NC2CCCC2)o1
→ -2%[9.26 µM] | 0% | -3% | -5% | 1% | 3% | 1% | 0% | -4% | 10%
CCOCCn1c(CN2CCCC(C)C2)nc2c1c(=O)n(C)c(=O)n2C (stereo unspecified)
→ -5% | 3% | -4% | 1% | 1% | 4% | -8% | 0% | 2% | 12%
O=C(Nc1cccc2ccccc12)N1CCN(c2ccc(F)cc2)CC1
→ -3% | -2% | 1% | 10% | 1% | 1% | -1% | -3% | -11% | 3%
Cc1nnc(N2C(=O)C(O)=C(C(=O)c3ccco3)C2c2cccc3ccccc23)s1 (stereo unspecified)
→ 1% | 0% | ? | 12% | -10% | 3% | 3% | 11% | 7% | -6%
COc1ccc(-n2nc(C(=O)NCc3ccco3)c3c4ccccc4n(C)c3c2=O)cc1Cl
→ 11% | 0% | -2% | -1% | -2% | -2% | . | 9% | -57% | 8%[0.365 µM]
O=c1[nH]c2ccc(S(=O)(=O)N3CCN(c4ccccc4)CC3)cc2[nH]c1=O
→ -1% | 0% | -3% | 0% | 0% | 10% | -9% | -7% | 11% | 0%
Cc1ccc(S(=O)(=O)/N=C(/Nc2cccc(C(=O)O)c2)c2ccccc2)cc1
→ 2% | -4% | 1% | 1% | 1% | 3% | 1% | 0% | -23% | -15%
CCOc1cccc2sc(=NC(=O)CCS(=O)(=O)c3ccccc3)n(CC)c12
→ -6% | -4% | 6% | -1% | 5% | -17% | -1% | -3% | -1% | -2%
O=C(CN1C(=O)c2ccccc2S1(=O)=O)NCc1ccco1
→ 3% | 1% | 1% | 2% | 0% | 0% | 2% | 8% | -12% | 0%
Cc1nn(C)c(C)c1/C=C(/C(=O)C(C)(C)C)n1cncn1
→ -4% | 2% | 7% | -1% | 0% | -17% | -10% | ? | -34% | -12%
COC(=O)CCS(=O)(=O)c1ccc(NC(C)=O)cc1
→ -7% | 0% | 8% | -2% | 1% | -2% | 2% | 5% | 8% | 3%
CC(C)C(C)NC(=O)COc1ncnc2ccccc12 (stereo unspecified)
→ 1% | -8% | -1% | -1% | 5% | -3% | 1% | 3% | 27% | -1%
Cn1c(NC(=O)c2ccccc2Br)cc(=O)n(C)c1=O
→ 10% | -4% | -6% | -2% | -2% | -8% | -9% | 10% | -1% | 8%
Cc1c(C)n(C)c2ccc(C(=O)NCCCN3CCN(c4ccccc4F)CC3)cc12
→ -6% | 0% | -3% | 5% | -1% | -15% | -12% | 2% | 0% | -21%
O=C1[C@@H]2[C@H](C(=O)N1Cc1cccnc1)[C@H]1C=C[C@@H]2C1
→ 0% | -3% | 0% | -5% | 0% | . | -1% | -3% | 2% | 3%
Cc1cccc(NC(=O)CCN2CC(C)CC(C)C2)c1 (stereo unspecified)
→ 2% | -2% | 2% | 0% | 2% | 5% | 2% | 17% | -4% | -4%
CC1CCC(C(=O)NC(C(=O)NCCCN2CCOCC2)C(C)C)CC1 (stereo unspecified)
→ 1% | -1% | 2% | -10% | 6% | 1% | -13% | ? | -2% | 15%
Cc1ccc(S(=O)(=O)Nc2cccc(C(=O)NCc3ccccn3)c2)cc1F
→ 2% | 1% | . | 4% | -1% | 3% | . | -2% | -5% | .
CCC(Oc1ccccc1)C(=O)Nc1nc2c(s1)C(=O)CC(C)(C)C2 (stereo unspecified)
→ -4% | 0% | 8% | 0% | 4% | 7% | 2% | -2% | 1% | 23%
COc1cccc(CN2CCN(C(=O)c3cc(-c4ccccn4)nc4ccc(Cl)cc34)CC2)c1
→ -9% | -2% | 9% | -16% | ? | 1% | 0% | -2% | -26% | -17%
O=C(CCS(=O)(=O)c1ccc(F)cc1)Nc1ccc(N2CCN(Cc3ccccc3)CC2)cc1
→ -6% | 1% | . | 0% | 8% | -6% | . | 6% | -3% | .
CC1CN(C(=O)Cn2cc(SCC(=O)N3CCOCC3)c3ccccc32)CC(C)O1 (stereo unspecified)
→ -7% | 2% | -14% | 5% | -2% | 1% | -4% | -3% | 21% | 10%
C[C@@H](NC(=O)c1nc[nH]c1C(=O)NCC(=O)OCc1ccccc1)c1ccccc1
→ 1% | 0% | -8% | -5% | -1% | 15% | ? | . | -6% | 8.9µM*
CN(C(=O)c1cccc([N+](=O)[O-])c1)c1ccccc1C(=O)NCc1ccccc1
→ -2% | -3% | ? | -1% | 2% | -1% | 14% | 19% | -20% | -3%
CC(NS(=O)(=O)c1ccc(Br)cc1)C(c1cccs1)N1CCN(C)CC1 (stereo unspecified)
→ -2% | -3% | 10% | -6% | 0% | -17% | -11% | -6% | -21% | -5%
CN(Cc1nc(-c2cnccn2)no1)CC1(c2ccccc2)CC1(C)C (stereo unspecified)
→ 2% | -9% | 2% | -3% | 0% | -1% | -10% | -3% | 0% | 18%
CCCCCc1cc(=O)oc2c(C(CCN3CCN(c4ccccc4)CC3)c3ccc4c(c3)OCO4)c(OC)cc(OC)c12 (stereo unspecified)
→ -3% | -8% | -9% | -10% | 1% | -11% | -2% | -1% | -8% | 0%
COC(=O)c1sc(-c2ccc(Cl)cc2)cc1NC(=O)CSCC(=O)O
→ 0% | -1% | ? | 1% | 13µM* | 4% | -7% | -5% | 43% | 27%
CS(=O)(=O)N1CCCC(C(=O)Nc2ccc(F)cc2F)C1 (stereo unspecified)
→ -1% | -1% | 5% | -6% | -1% | -1% | 2% | 0% | 0% | -1%
COc1cc(/C=N/NC(=O)CC#N)ccc1Oc1nc(Cl)ncc1F
→ 0% | -1% | 3% | 2% | 1% | 1% | -1% | 9% | 3% | 9%[1.91 µM]
Cc1cccc(OCc2nnc(SCC(=O)c3c(N)n(C4CC4)c(=O)[nH]c3=O)o2)c1
→ 2% | -4% | . | 0% | 0% | 1% | . | 10% | 1% | .
COn1c(-c2ccccc2)nc2c1CCc1nonc1-2
→ 6% | -1% | -5% | 4% | -1% | 11% | -2% | 9% | -5% | -20%
Cc1ccc(S(=O)(=O)N(C)C)cc1NC(=O)COc1ccccc1C(=O)Nc1ccccc1
→ -39%[inhibitor] | 1% | . | 1% | -2% | -1% | . | -7% | -35% | .
CSc1nc2ccc3nc(NC(=O)c4cccs4)sc3c2s1
→ ? | 3.2µM* | -3% | 4µM* | 2.1µM* | -13% | -4% | ? | 8.9µM* | 6.3µM*
Cc1nn(-c2cc(N3CCCC3)ccc2[N+](=O)[O-])c(=O)c2ccccc12
→ -4% | -5% | ? | 0% | 2% | 2% | 6% | 2% | -28% | -13%
CN(c1ccccc1)c1ccc(/C=c2\s/c(=C(/C#N)C(=O)C(C)(C)C)n(Cc3ccco3)c2=O)cc1
→ 2% | -6% | 6% | 3% | 15µM* | . | -4% | 0% | . | 16%
COC(=O)c1ccc(NC(=O)Nc2ccc(F)c(Cl)c2)cc1
→ 8% | 14% | 5% | 29% | 27µM* | . | -25% | 12% | 41% | -3%
CCn1c(SCC(=O)N2CCN(C(=O)c3ccco3)CC2)nnc1C(C)C
→ 0% | 2% | 0% | -9% | -2% | 2% | -9% | 1% | 7% | 5%
CCOC(=O)Cc1csc(NC(=O)c2c(-c3c(F)cccc3Cl)noc2C)n1
→ -4% | -4% | 0% | -1% | 5% | . | 1% | -8% | 11% | -30%
N#Cc1ccc(COc2cccc3cccnc23)cc1
→ 6% | 1% | 21% | 7% | ? | -1% | -2% | 10% | 70% | 10µM*
CCN(CC(=O)Nc1ccc2c(c1)OCCO2)CC(=O)Nc1cc(C)on1
→ -1% | -1% | -11% | -3% | -2% | 0% | -1% | 2% | 37% | -4%
CN1CCC(N(C)C(=O)c2ccccc2Nc2ccc(SC(F)F)cc2)CC1
→ -2% | -1% | -6% | 9% | 2% | -5% | 1% | 9% | 15% | 2%
CCCn1ccc(O)c(Cc2ccc(Cl)cc2)c1=O
→ -2% | 2% | -4% | -2% | -3% | -2% | -14% | -3% | -1% | 37%
